Screening data deposited in PubChem BioAssay by Fisher Drug Discovery Resource Center.
mcGAS MS inh: inhibitors of mouse cGAS; inhibition, % at 12.5 µM; Q8C6L5; AID 1259397; actives 0.18% (n = 130,000); recombinant mouse cGAS, cGAMP by RapidFire MS;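 active = inhibition of cGAS enzyme activity at or above 60%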;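 also: enzyme stimulated by 45 bp dsDNA with ATP and GTP substrates; cGAMP share of summed cGAMP plus half ATP and half GTP signals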
Target sequence (Q8C6L5 whole entry, looked up): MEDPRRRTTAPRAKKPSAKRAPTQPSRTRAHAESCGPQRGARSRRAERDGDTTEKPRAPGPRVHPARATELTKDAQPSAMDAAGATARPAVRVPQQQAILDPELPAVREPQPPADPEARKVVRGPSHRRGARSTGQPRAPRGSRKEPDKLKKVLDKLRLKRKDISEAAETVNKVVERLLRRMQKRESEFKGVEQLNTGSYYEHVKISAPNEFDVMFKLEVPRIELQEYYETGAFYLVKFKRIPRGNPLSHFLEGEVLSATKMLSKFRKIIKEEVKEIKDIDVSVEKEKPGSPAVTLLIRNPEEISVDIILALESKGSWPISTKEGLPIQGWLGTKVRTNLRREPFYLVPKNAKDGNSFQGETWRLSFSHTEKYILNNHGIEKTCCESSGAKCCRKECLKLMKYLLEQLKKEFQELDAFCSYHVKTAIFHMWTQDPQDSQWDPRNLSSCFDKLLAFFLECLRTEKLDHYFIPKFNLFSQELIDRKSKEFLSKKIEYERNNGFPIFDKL
The depositor's hits bear a star; & = joins results of further samples. This is a subset; count on the stated rates, not on these rows.

SMILES | mcGAS MS inh
Cc1cccc(=O)n1CCC(=O)N1CCNCC1C(=O)N1CCCC1 (stereo unspecified) | -7
Cc1ccc(Cl)c2sc(N(CCN3CCOCC3)C(=O)c3cccs3)nc12 | 0
CC(C)=CCN1CCN(Cc2nc3ccccc3nc2C)CC1CCO (stereo unspecified) | -8
Cn1cnnc1SCCCNC(=O)Nc1ncccn1 | -12
Nc1ncnc2c1ncn2C1C[C@H](O)[C@@H](CO)O1 (stereo partly specified) | -1
CCOC(=O)C1(Cc2cccc(Cl)c2)CCCN(C(=O)c2ccccc2-c2ncc[nH]2)C1 (stereo unspecified) | 7
COC(=O)C1C(=O)C2=C(CC1C)NC(C)=C(C(=O)OC1CCCC1)C2c1ccc(C)o1 (stereo unspecified) | 9
O=C(NCCc1cnn(-c2ccccc2)c1)[C@@H]1C[C@@H]2C=C[C@H]1C2 | -17
CCCN1C(=O)c2ccccc2NC1/C=C/c1ccco1 (stereo unspecified) | -2
O=[N+]([O-])c1ccc(Sc2ccc([N+](=O)[O-])cc2)cc1 | -5
CC(C)(C)c1nn2cnnc2n(/N=C\c2ccc(O)cc2)c1=O | -10
COC(=O)c1ccsc1NC(=O)c1cnc(-c2ccoc2)s1 | -4
Cc1ccccc1CCNC(=O)c1sc2nc[nH]c(=O)c2c1C | -7
COc1ccc(Br)cc1S(=O)(=O)NC(C)(C)C | -4
COc1ccc(C=C(C#N)S(=O)(=O)c2cc(Br)ccc2Br)cc1O | 0
CCCN(Cc1ccc(OCC)c(OCC)c1)C(=O)c1ccco1 | -5
COc1cccc(CNC(=O)CCC2CCCN(C(=O)c3ccccc3N(C)C)C2)c1 (stereo unspecified) | -6
COc1ccc(OC)c(/C=C2N=C(/C=C/c3cccc(Cl)c3Cl)OC\2=O)c1 | -12
CC(C)(O)C#Cc1ccc([C@@H]2C[C@H]3CN(c4ccccc4)C(=O)[C@]34CCCN24)s1 | -8
CC(=O)c1c(C)[nH]c(C(=O)CN2CCCC2c2cccs2)c1C (stereo unspecified) | -8
CN(C(=O)C1CCN(CC(F)(F)F)CC1)c1cc(F)ccc1F | 18
CCOC(=O)c1ccc(-n2cc(O)c(C(=O)OCC)n2)cc1 | -6
Cc1cc(C)cc(N(CCC#N)C(=O)COC(=O)CC(C)NC(=O)c2ccccc2)c1 (stereo unspecified) | -24
COC(=O)c1cc(Cl)cc(NC(=O)c2ncoc2C(C)C)c1 | -4
COc1ccc(-c2ccc(C)c(NC(=O)C3CC3)c2)nn1 | 1
COc1ccccc1C(CNC(=O)C1CCC1)NC(=O)C1CCC1 (stereo unspecified) | -10
Cc1nn(C)c(Cl)c1CNCC(C)(C)N1CCN(C)CC1 | -27
COc1ccc(C(C2Sc3nc(C)nn3C2=O)N2CCc3ccccc3C2)cc1 (stereo unspecified) | -8
CC1ON=C(c2ccccn2)NC1=O (stereo unspecified) | 41
CCN1CCNC(=O)C1CC(=O)Nc1cc2c(C)cc(=O)oc2cc1C (stereo unspecified) | -7

Sorted by length of the SMILES (ascending): three of the compounds above
SMILES | mcGAS MS inh
Cc1cccc(=O)n1CCC(=O)N1CCNCC1C(=O)N1CCCC1 (stereo unspecified) | -7
O=[N+]([O-])c1ccc(Sc2ccc([N+](=O)[O-])cc2)cc1 | -5
COc1ccc(C(C2Sc3nc(C)nn3C2=O)N2CCc3ccccc3C2)cc1 (stereo unspecified) | -8

Later entries
SMILES | mcGAS MS inh
Cc1cccc(-n2c(C)nn(CN3CCN(c4ccccc4F)CC3)c2=S)c1 | -2&10
COc1cc2cc3c4cc(OC)c(OC)cc4cc[n+]3c(C)c2cc1OC | -6
N#CC1=C(NC(=O)CCl)N=C(SCc2ccccc2)C(C#N)C12CCCCC2 (stereo unspecified) | -4
CC(C)N1CCC(C)(C(=O)Nc2cccc3nsnc23)C1 (stereo unspecified) | -4
COCCCn1c(C)c(C)n2c3c(=O)n(Cc4ccccc4)c(=O)n(C)c3nc12 | -5
CCN(CCC#N)C(=O)c1cccc(S(=O)(=O)N(C)c2ccc(C)cc2)c1 | -3
CCc1c(C)nc2c(-c3ccc(Cl)cc3)c(COC)[nH]n2c1=O | 0
CC(C)(C)c1ccc(C(=O)N2CCN(C(C(=O)NCc3ccncc3)C3CCCC3)CC2)cc1 (stereo unspecified) | -5
Cn1cc(C2CC2C(=O)OCCc2ccccc2)cn1 (stereo unspecified) | -8
O=C(NCCN1CCCCC1)c1cc2ccccc2s1 | -5

6 entries picked at random from those above:
SMILES | mcGAS MS inh
O=C(NCCN1CCCCC1)c1cc2ccccc2s1 | -5
N#CC1=C(NC(=O)CCl)N=C(SCc2ccccc2)C(C#N)C12CCCCC2 (stereo unspecified) | -4
CCN(CCC#N)C(=O)c1cccc(S(=O)(=O)N(C)c2ccc(C)cc2)c1 | -3
COc1cc2cc3c4cc(OC)c(OC)cc4cc[n+]3c(C)c2cc1OC | -6
CC(C)(C)c1ccc(C(=O)N2CCN(C(C(=O)NCc3ccncc3)C3CCCC3)CC2)cc1 (stereo unspecified) | -5
CC(C)N1CCC(C)(C(=O)Nc2cccc3nsnc23)C1 (stereo unspecified) | -4

(list continues)
SMILES | mcGAS MS inh
Cn1nnc2c(N(Cc3ccccc3)Cc3ccccc3)ncnc21 | -11
N#CC1(c2ccc3c(c2)OCO3)CCCCCC1 | 4
CC(C)(CO)CNc1nccn2ccnc12 | -5
Cn1c(=O)n2ncnc2c2c3c(sc21)CCCC3 | 4
Cc1ccc(S(=O)(=O)N(C)CC(=O)OCC(=O)Nc2ccccc2)cc1 | 18
CC[C@]12CCCN3CCc4c(n(c5ccccc45)C(=O)C1)[C@@H]32 | 10
Cc1nc2cc(C(=O)N3CCSCC3)ccc2n1C1CCS(=O)(=O)C1 (stereo unspecified) | -27
CC1CN(CCCNC(=O)N(C)Cc2csc(Br)c2)CC(C)O1 (stereo unspecified) | -1
Cc1cc(NC(=O)/C=C/c2ccccc2OC(F)F)n(CCC#N)n1 | -8
Cc1nn(-c2ncccn2)c2c1C(C(=O)c1ccc3c(c1)OCO3)CC(=O)N2 (stereo unspecified) | -14
C=CCC1(CC=C)CCCN1C(=O)C(=O)N1CCOCC1 | -14
Cc1ccc(N=Nc2c(-c3ccccc3)[nH]n(-c3ccccc3)c2=O)cc1Br | 25
Cc1ccc(OCC(=O)NNC(=O)C2COc3ccccc3O2)cc1 (stereo unspecified) | -8
O=c1c(-c2ccc(Oc3ccccc3)cc2)[n+]([O-])c2ccccc2n1OCc1ccccn1 | -12
CN(CC(=O)NC1CCCCCC1)S(=O)(=O)c1ccc(F)cc1 | 4
CCc1cc(=O)[nH]c(-c2ccc(-c3ccccc3)cc2)n1 | -12
COc1cc(Cl)ccc1C(=O)N1CCN(Cc2n[nH]c(C)n2)CC1 | -14
Cc1cc2nc(NC(=O)C3(C)CCN(C)C3)[nH]c2cc1C (stereo unspecified) | -5
CCOCCn1c(=NC(=O)c2cccc(S(C)(=O)=O)c2)sc2cc(F)cc(F)c21 | -5
O=C(C1CC1)N1CCC(Oc2cccc(C(=O)N3C[C@H]4CC[C@H]3C4)c2)CC1 | -2&-2
S=C(NCc1cccs1)N1CCN(C(=S)NCc2cccs2)CC1 | 1
Cc1ccc(-n2c(C)nnc2SCC(=O)N2CCCC(C)C2)cc1 (stereo unspecified) | -9
Cc1cnc(C(=O)N2CCOC(Cc3ccccc3)C2)cn1 (stereo unspecified) | -5
O=C(NCc1ccncc1)C(=O)NCC1OCCN1S(=O)(=O)c1cc(F)ccc1F (stereo unspecified) | -7
CCn1c(SCc2ncc(-c3ccc(F)cc3)o2)nnc1-c1ccncc1 | -8
COc1ccc(OCCN2CCN(S(=O)(=O)c3ccccc3C#N)CC2)cc1 | 3
CO[C@H]1C[C@H](O[C@H]2[C@H](C)[C@@H](OC3O[C@H](C)C[C@H](N(C)C)[C@H]3OC(C)=O)[C@@H](C)C[C@]3(CO3)C(=O)[C@H](C)[C@@H](OC(C)=O)[C@@H](C)[C@@H](C)OC(=O)[C@@H]2C)O[C@@H](C)[C@@H]1OC(C)=O (stereo partly specified) | -12
CS(=O)(=O)N1CCCN(c2nc3ccccc3nc2-c2ccccc2)CC1 | -4
CC1CCN(c2nc3c(cnn3-c3ccccc3)c(=O)[nH]2)C2CCCCC12 (stereo unspecified) | -23
CN1c2ccccc2N(C)C1C1C(=N)N2CCCC2C1=O (stereo unspecified) | -11

Given field by field: part of the list above.
> CO[C@H]1C[C@H](O[C@H]2[C@H](C)[C@@H](OC3O[C@H](C)C[C@H](N(C)C)[C@H]3OC(C)=O)[C@@H](C)C[C@]3(CO3)C(=O)[C@H](C)[C@@H](OC(C)=O)[C@@H](C)[C@@H](C)OC(=O)[C@@H]2C)O[C@@H](C)[C@@H]1OC(C)=O (stereo partly specified)
  mcGAS MS inh: -12
> CS(=O)(=O)N1CCCN(c2nc3ccccc3nc2-c2ccccc2)CC1
  mcGAS MS inh: -4

The results go on:
SMILES | mcGAS MS inh
COc1ccc(-c2cc(-c3ccccc3)nc(SCc3ccccc3C)c2C#N)cc1 | 0
NC(=S)N1N=C(c2ccccc2)CC1c1ccccc1 (stereo unspecified) | -6
CC(c1cccc(-c2cccc(-n3cnnc3)c2)c1)N1CCCC1 (stereo unspecified) | 3
CC1CC(C)CN(c2nc(C(F)(F)F)nc3ccccc23)C1 (stereo unspecified) | -8
COc1ccc(C(C)(NC(C)=O)c2nc(-c3cnc4ccccc4c3)cs2)cc1 (stereo unspecified) | 8
CNc1cc(C(=O)N(C)CCc2scnc2C)ccn1 | -4
Cc1nc(C2CN(C3CCN(CC(F)(F)F)C3=O)CCO2)n[nH]1 (stereo unspecified) | -3
Cn1ccc(CC(=O)N2CCC(CO)(Cc3ccc(Cl)cc3)CC2)c1 | -3
O=C(C=Cc1ccco1)Nc1ccccc1Cl | -2
COC(=O)Oc1cncc(C(=O)ON2C(=O)CCC2=O)c1 | 8
COC(=O)c1ccc(CN2C(=O)C(C)ON=C2c2ccc(NC(C)=O)cc2)o1 (stereo unspecified) | -6
Cc1nc2c(c(=O)[nH]1)CCN(C(=O)c1cc(C(F)(F)F)ccc1Cl)C2 | -34
O=C(NC1CC1)c1ccnc(N2CCC3(CCCO3)CC2)c1 | -34
COc1ccc(-c2nc(CN3CCN(Cn4ncn(-c5ccccc5)c4=S)CC3)cs2)cc1 | -6
Cc1cccc(CSc2ncc(CO)n2CC(=O)NC2CC2)c1 | -6
CCCCCn1c(=O)c2c(nc3n2CCCN3c2ccc(OC)cc2)n(C)c1=O | -3
CCC(C)N(Cc1cccnc1)C(=O)c1ccc2nc(C)[nH]c2c1 (stereo unspecified) | -4
CCOC(=O)N1CCN(C2CCCN(C3CCN(c4ccc(OC)cc4)CC3)C2)CC1 (stereo unspecified) | -4
CC(NC(=O)c1cccs1)C(=O)N1CCCC(C(F)(F)F)C1 (stereo unspecified) | -3
Cc1cc(CN(C)C(=O)CC(c2ccccc2)c2ccccc2F)n[nH]1 (stereo unspecified) | -9
CN(c1ccccc1)S(=O)(=O)c1cccc(C(=O)N2CCCC(C(N)=O)C2)c1 (stereo unspecified) | 0
Cc1nc2ccc(C(=O)N(CC(C)C)c3c(N)n(CC(C)C)c(=O)[nH]c3=O)cc2nc1C | -2
NC(=O)c1c(NC(=O)C2CCCCC2)sc2c1CCCC2 | -7
Nc1nc2c3ccccc3nc(Cc3ccccc3)n2n1 | -32
CCOc1ccc(C2C(C#N)=C(SCC(=O)OC)NC(=O)C2C(=O)OC)cc1 (stereo unspecified) | 2
CCC(C)SCC(=O)N1CCC(C)CC1 (stereo unspecified) | 3
CN(Cc1ccccc1)C(=O)c1nn(-c2ccc(F)cc2)c2c1CCC2 | -3
COc1ccc(C2=NC(=Cc3cccc(C#N)c3)C(=O)O2)cc1 | -3
CCN(CCC(=O)Nc1ccc(C(N)=O)cc1)C(=O)c1ccoc1C | -12
Cc1cccc(Nc2ncnc3c2nnn3C)n1 | -8
Cc1ccccc1-c1csc(C(C)(O)c2cccnc2)n1 (stereo unspecified) | 5
O=C1c2ccccc2C(=O)C1C1=NCC(c2ccccc2)O1 (stereo unspecified) | -6
COC(=O)C1CCN(CC(=O)Nc2cc(C3CCCC3)nn2-c2ccccc2)CC1 | -12
Cc1cc(NC(=O)C(C)Nc2cccc(Cl)c2C)no1 (stereo unspecified) | 0
COc1ccc(OCCCOc2ccc([N+](=O)[O-])cc2Cl)cc1 | -4
Cc1noc(C2CCCN(CC(=O)N(C)Cc3ccccc3)C2)n1 (stereo unspecified) | -8
CNC(=O)CN1CCC(NC(=O)N2CCCC2c2cccn2C)CC1 (stereo unspecified) | -4
O=c1[nH]c2c(cc1C1=NN(c3ccccc3)C(c3ccco3)C1)CCCC2 (stereo unspecified) | -2
Cc1ccc(CSCCNC(=O)c2cc(S(N)(=O)=O)ccc2C)cc1 | -6
COc1cccc(C(=O)N(C)CC2CCCN(CCc3ccccc3F)C2)c1OC (stereo unspecified) | -4
Cc1ccccc1CNC(=O)Cn1c(=O)[nH]c(=O)c2ccccc21 | -7
CCN1CCC(CCNC(=O)c2cccnc2SC2CCCC2)CC1 | 2
CC(=O)Nc1ccc(CN2CCC3(CCCN(Cc4cccc(C)c4)C3)C2)cc1 (stereo unspecified) | -5
COc1ccc(C(=O)Nn2cnc3c(cnn3C(C)(C)C)c2=O)cc1 | -5
CCOc1ccccc1N1C(=O)C2C(c3ccccc3)C=CC(c3ccccc3)C2C1=O (stereo unspecified) | -5
CC(C)N=c1ccccn1C(=O)C(C)Oc1ccccc1C#N (stereo unspecified) | 1
Cc1ccc(N2C=CCC(C(N)=O)=C2)cc1 | -21
CCSc1nnc2c3ccccc3n(C)c2n1 | -8
CCC(SCC(=O)N1CCCC(NC(C)=O)C1)c1ccccc1 (stereo unspecified) | -57
CCn1ccnc1CN1CCCN(C(=O)C(C)N2CCOCC2)CC1 (stereo unspecified) | -15

Next part.
SMILES | mcGAS MS inh
C#CCN(Cc1nc2ncc(Br)cc2[nH]1)Cc1ccco1 | -3
Nc1nnc(SCc2ccc(Cl)c(Cl)c2)s1 | -1
CC(C)NC(=O)CC1(C)N=C(c2cccc(C(F)(F)F)c2)N(C)O1 (stereo unspecified) | -12
Cc1ccc(CC(C#N)Sc2n[nH]c(C(C)(C)C)n2)cc1 (stereo unspecified) | 5
Cc1cccc(NC(=O)CC(=O)N(C)Cc2nccn2Cc2ccccc2)c1C | -36
